# High-throughput results as filed in PubChem BioAssay.
# GalR3 antag – GalR3 antagonists in HEK293 cells, primary screen, cell-based, fluorescence readout; inhibition, % at 3 µM; AID 651719, 2012; Galanin receptor type 3 (Homo sapiens), O60755; 360,000 tested, 0.44% active; HEK293 GalR3-CNG cAMP membrane potential fluorescence; galR3 body fused to GalR1 C-terminus;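 active = inhibition above the screen-wide average plus 3 SD, cut at about 13% in these data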;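 also: forskolin and galanin both at EC90 stimulate the cells; cAMP rise reported by CNG channel membrane potential dye signal; 0% = forskolin plus galanin with DMSO and 100% = forskolin alone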
# Target sequence (O60755 1-299 limits assumed): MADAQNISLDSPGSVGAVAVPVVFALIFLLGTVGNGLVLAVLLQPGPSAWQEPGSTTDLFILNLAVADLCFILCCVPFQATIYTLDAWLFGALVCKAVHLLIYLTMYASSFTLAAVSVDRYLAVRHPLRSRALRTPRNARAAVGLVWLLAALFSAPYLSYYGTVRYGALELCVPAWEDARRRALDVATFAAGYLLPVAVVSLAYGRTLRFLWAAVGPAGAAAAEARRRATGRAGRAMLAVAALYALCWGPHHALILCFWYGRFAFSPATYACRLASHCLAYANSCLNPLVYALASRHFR
# M18AAP inhibitor – PfM18AAP inhibitors, malaria aminopeptidase, primary screen, biochemical, QFRET, recombinant enzyme; M18 aspartyl aminopeptidase (Plasmodium falciparum 3D7); inhibition, % at 7.35 µM; H-Glu-NHMec fluorogenic cleavage; 290,000 tested, 1.2% active;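 active = inhibition above the campaign mean inhibition over all tested compounds plus 3 SD, cut at about 28% in these data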;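 also: 0% = plate median of test compound wells and 100% = 2 mM ZnCl2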
# MEKK2mut PB1 HTS – MEK5 binding signal on mutant MEKK2 PB1, primary screen, biochemical, multiplex bead flow cytometry, Alexa488-MEK5; Alexa488-MEK5 binding to MEKK2 mutant; AID 1530, 2009; percent response, % at 10 µM; 290,000 tested, 0.35% active; in the data active = percent response above about 24%, passing the limit was not always enough; also: inactives centre near 1; some results filed as inactive read as strong as hits; reference of the scale not given here
# GPR7 antag – GPR7 receptor antagonists, primary screen, cell-based, fluorescence, single concentration; AID 1861, 2009; 290,000 tested, 1.1% active; inhibition, % at 4.4 µM; Neuropeptides B/W receptor type 1 (Homo sapiens), P48145; GPR7-expressing cells, fluorescence antagonist assay; in the data active = inhibition above about 16%, passing the limit was not always enough;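 also: cells stimulated with the agonist NPW; 0% = agonist with vehicle and 100% = vehicle without agonist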
# Target sequence (P48145 whole entry, looked up): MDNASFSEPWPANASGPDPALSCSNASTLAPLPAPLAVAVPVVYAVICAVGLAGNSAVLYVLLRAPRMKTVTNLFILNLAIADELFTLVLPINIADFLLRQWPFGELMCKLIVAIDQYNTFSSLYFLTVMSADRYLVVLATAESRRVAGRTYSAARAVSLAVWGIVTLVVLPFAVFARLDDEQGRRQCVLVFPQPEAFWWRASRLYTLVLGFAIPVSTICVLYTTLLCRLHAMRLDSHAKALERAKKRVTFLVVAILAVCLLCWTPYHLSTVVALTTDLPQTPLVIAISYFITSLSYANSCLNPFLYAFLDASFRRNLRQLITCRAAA
# MEKK2 WT-MEK5 – modulators of MEK5 binding to wildtype MEKK2, primary screen, biochemical, multiplex bead flow cytometry, Alexa488-MEK5. binding response (% of control), % at 10 µM. Alexa488-MEK5 binding to MEKK2 WT; actives lie on both sides. Mitogen-activated protein kinase kinase kinase 2 (Homo sapiens), Q9Y2U5. AID 1531, 2009. 290,000 tested, 1.1% active; in the data active = binding response below about 67% or above about 130%
# V1R ag counter – agonists of human V1a receptor, primary screen, counter-screen for OXTR agonist project, fluorescence, CHO-V1R cells; Fluo-8 calcium fluorescence, agonist mode; 0% DMSO, 100% 3 nM vasopressin; activation, % at 3 µM; 320,000 tested, 0.25% active;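 active = activation above the mean activation of all tested compounds plus 3 SD, per screening run, cut at about 20% in these data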;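 also: signal is peak over basal fluorescence ratio across a 100 second FLIPR read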
# OXTR ag – human OXTR agonists, primary screen, fluorescence, CHO-OTR cells, Fluo-8 calcium; Oxytocin receptor (Homo sapiens), P30559; Fluo-8 calcium fluorescence; normalized: DMSO 0%, oxytocin 100%; activation, % at 3 µM; 320,000 tested, 0.32% active; AID 2435, 2010;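 active = activation above the mean of all tested compounds plus 3 SD, cutoff set per screening run, cut at about 20% in these data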;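 also: peak over basal fluorescence ratio from a 100 s FLIPR kinetic read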
# Target sequence (P30559 whole entry, looked up): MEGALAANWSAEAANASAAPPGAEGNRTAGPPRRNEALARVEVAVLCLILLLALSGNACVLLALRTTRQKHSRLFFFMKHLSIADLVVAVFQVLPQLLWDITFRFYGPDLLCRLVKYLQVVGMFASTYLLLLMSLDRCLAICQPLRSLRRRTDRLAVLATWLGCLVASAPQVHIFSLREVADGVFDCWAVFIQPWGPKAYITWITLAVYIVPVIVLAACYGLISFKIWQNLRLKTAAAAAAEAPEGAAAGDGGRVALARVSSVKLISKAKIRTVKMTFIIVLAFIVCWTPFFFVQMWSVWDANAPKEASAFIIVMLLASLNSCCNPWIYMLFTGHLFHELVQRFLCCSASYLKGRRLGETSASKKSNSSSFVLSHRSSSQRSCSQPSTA
# NALP1 inh – NALP1 inflammasome inhibitors in reconstituted yeast, colorimetric, S. cerevisiae, triplicate retest | S. cerevisiae NALP1/ASC/caspase-1 growth, X-gal OD620, 72 h | inhibition, % at 10 µM | 280,000 tested, 0.61% active | AID 2071, 2009; in the data active = inhibition mostly above about 24%, no sharp cut-off; inactive = mostly below about 32%; also: some compounds called inactive have numbers as strong as hits
# OXTR potentiate – human OXTR potentiators, primary screen, fluorescence, CHO-OTR cells, Fluo-8 calcium; Oxytocin receptor (Homo sapiens), P30559; Fluo-8 calcium fluorescence, potentiator mode; 0% = oxytocin EC15, 100% = EC100; activation, % at 3 µM; 320,000 tested, 0.061% active; AID 2445, 2010;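 active = activation above that plate's cutoff, the mean activation of tested compounds plus 3 SD, cut at about 6.6% in these data, passing the limit was not always enough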;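 also: 100% uses oxytocin at 75 nM as the full agonist control; some results filed as inactive read as strong as hits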
#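 test system = CHO-OTR cells, human receptor | compound = single-point 3.0 µM | schedule = 6 min compound pre-incubation at room temperature, 100 s kinetic read | signal = Fluo-8 no-wash calcium dye fluorescence, excitation 470-495 nm, emission 515-575 nm | repeats = single well per compound, singlicate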
# Starred values were filed as active, the others as inactive; / = no result given. An unsorted share of the library (roughly 4.1% active in at least one column).
SMILES,GalR3 antag,M18AAP inhibitor,MEKK2mut PB1 HTS,GPR7 antag,MEKK2 WT-MEK5,V1R ag counter,OXTR ag,NALP1 inh,OXTR potentiate
CCOc1ccc(C(C(=O)NCC2CCCO2)N(Cc2cccc(OC)c2)C(=O)c2snc(C(N)=O)c2N)cc1 (configuration not stated),-9.3,-16.5,-12.0,-1.6,97.0,4.3,4.8,30.0,-15.3
O=S(=O)(O)c1cccc2cccc(Nc3ccccc3)c12,-6.7,/,/,/,/,-0.2,-0.5,/,-15.7
COc1cc(/C=C/C(=O)Nc2cccnc2)cc(OC)c1OC,-6.7,-13.9,0.0,-9.3,104.0,0.4,0.2,25.4,-16.1
CC(O)[C@@H](C(=O)N1CCNCC1)n1cc(CCCCN)nn1 (some centres not stated),0.5,-1.9,4.0,-17.6,100.0,1.4,1.1,13.1,-1.6
CCOC(=O)C1=C(C)N=c2s/c(=C\c3ccc(OCC(=O)O)c(OC)c3)c(=O)n2C1c1ccc(OC)cc1 (configuration not stated),-9.2,9.3,-1.0,4.1,93.0,0.8,0.3,-2.1,-0.1
COc1ccc(CNC(=O)CN2CCN(c3cccc(C)c3C)CC2)cc1,-8.5,1.4,-1.0,16.3,101.0,0.6,-0.6,26.0,-7.8
CC(C)C(OC(=O)c1ccco1)C(=O)NCc1ccco1 (configuration not stated),-1.9,2.5,0.0,-4.9,105.0,-0.3,-0.7,/,-10.6
O=C(c1cccc(N2C(=O)C3C4C=CC(C4)C3C2=O)c1)N1CCN(c2ccccc2)CC1 (configuration not stated),0.6,-15.2,-11.0,-0.2,81.0,0.3,1.6,1.4,-10.0
COc1ccc(/C=C/C(=O)c2cccc(-n3cnnn3)c2)cc1O,-5.5,22.3,-1.0,13.0,94.0,3.7,3.3,9.5,-8.7
Cc1ccccc1C1=N/C(=C/c2cccs2)C(=O)O1,-3.5,-3.5,-5.0,-2.2,93.0,0.2,0.2,8.3,-9.5
Nc1ncnc2c1ncn2[C@@H]1O[C@H](CNCc2ccc(OCc3ccccc3)cc2)[C@@H](O)[C@H]1O,-6.9,/,/,/,/,1.1,1.8,/,6.1
Cc1ccc(C)c(S(=O)(=O)N2CCN(C(=O)c3n[nH]c(=O)c4ccccc34)CC2)c1,-4.2,/,/,/,/,2.2,-0.6,/,-9.9
COc1ccc(N(C)C(=O)c2oc(=O)c3ccccc3c2-c2ccccc2)c(OC)c1,-7.7,0.1,28.0,-10.5,117.0,-1.0,-0.3,31.5,-5.4
COC(=O)C1CCN(C(=O)c2ccccc2NC(C)=O)CC1,-4.1,-16.2,4.0,-3.3,112.0,1.4,0.4,32.1,-12.5
O=C(CN1CCC(NC(=O)C2CC2)CC1)Nc1cccc(F)c1,-8.1,-2.4,5.0,-11.4,102.0,0.6,0.5,10.4,-9.6
CN(Cc1ccon1)C(=O)CC1C(=O)NCCN1Cc1cccc(F)c1F (configuration not stated),0.9,5.7,7.0,-7.6,105.0,2.0,-0.6,5.6,-12.0
COc1ccc(NC(=O)CSc2nc3c(c(-c4cccs4)c2C#N)CN(C)CC3)cc1OC,-2.3,-10.6,3.0,-13.8,105.0,0.0,-0.4,5.1,-4.2
COc1ccc(CCC(=O)OCC(=O)NC(=O)c2ccc(Cl)cc2)cc1,-1.6,/,/,/,/,4.8,3.9,/,-3.8
COc1ccc2c(c1)C(C)=CC(C)(C)N2C(=O)CSc1nnc(-c2ccc(C)cc2)o1,-3.8,-1.2,6.0,-8.3,106.0,-0.6,-1.3,0.9,-4.0
COc1ccc(N(C(=O)c2ccncc2)S(=O)(=O)c2ccccc2)cc1,0.3,2.6,4.0,-11.7,104.0,-0.1,-0.8,1.9,0.8
O=C(CSc1ncn(-c2ccccc2)n1)N1CCc2ccccc21,-4.6,4.2,6.0,1.9,106.0,0.0,-0.7,1.9,-8.2
COc1ccc(OC)c2sc(NC(=O)C3=COCCO3)nc12,/,2.4,3.0,-7.0,107.0,1.0,1.4,12.6,-3.6
COc1ccccc1N1CCN(C(=O)c2cc3c(=O)n4cccc(C)c4nc3s2)CC1,-10.2,4.4,-3.0,8.0,90.0,1.4,0.9,22.7,-7.5
O=C(CN1C(=O)c2cccc3cccc1c23)NC1CCCC1,-4.5,-7.5,-1.0,-14.9,95.0,0.0,0.5,-3.5,0.1
O=C(c1ccccc1[N+](=O)[O-])N1CCN(Cc2ccc3c(c2)OCO3)CC1,-3.9,-16.9,-1.0,-1.6,79.0,0.5,0.6,33.3,-4.2

# Continued:
SMILES,GalR3 antag,M18AAP inhibitor,MEKK2mut PB1 HTS,GPR7 antag,MEKK2 WT-MEK5,V1R ag counter,OXTR ag,NALP1 inh,OXTR potentiate
CCCn1c(C)cc(/C=C(\C#N)C(=O)OCC(=O)N(C)c2c(N)n(Cc3ccccc3)c(=O)[nH]c2=O)c1C,-5.0,/,/,/,/,0.1,-1.0,/,-16.5
Cc1cc(C(=O)Nc2ccc(Br)cc2)cs1,-3.7,-0.3,7.0,-1.9,101.0,2.7,-1.2,-4.0,-7.0
O=[N+]([O-])c1cc(C(F)(F)F)ccc1N1CCCNCC1,0.8,-2.8,9.0,-7.8,112.0,1.3,2.8,6.6,-8.8
O=C(NCc1ccncc1)c1cccc(NS(=O)(=O)c2ccc(F)c(F)c2)c1,-6.3,/,/,/,/,-1.0,-0.9,/,-4.5
CCOC(=O)C1C(=O)CC(C)(O)C(C(=O)OCC)C1c1ccc(F)cc1 (configuration not stated),-13.1,7.0,7.0,11.4,105.0,0.2,-0.8,-0.1,1.5
CC(NC(=O)c1cccc(S(=O)(=O)N(C)c2ccccc2)c1)c1cccnc1 (configuration not stated),-8.1,/,/,/,/,1.8,3.6,/,-11.4
CCOc1c2ccccc2nn1CCO,-6.2,/,/,/,/,-0.3,0.0,/,-0.9
COc1ccccc1C(=O)NCC1(c2ccccc2)CCCC1,-5.0,-4.2,-6.0,-9.7,82.0,-1.4,-2.9,9.9,-10.3
COc1ccc(-c2[nH]ncc2CNCCc2ncccc2C)cc1F,0.1,-2.0,-3.0,-3.6,102.0,1.3,1.0,-2.2,-10.7
CC(C)(C)C(=O)O/N=C(\N)c1ccc(-c2csnn2)cc1,-4.9,3.6,3.0,-22.3,100.0,-1.4,-1.2,-10.3,-12.3
O=C(CN1CCN(c2ccccc2O)CC1)Nc1ccc([N+](=O)[O-])cc1Br,-2.7,10.3,4.0,9.0,104.0,-0.2,2.2,24.8,-6.5
Cc1cc(C)n(C(=O)c2ccc(Cl)c(F)c2F)n1,-2.9,-0.4,-7.0,-5.3,76.0,0.5,-0.8,5.9,-1.0
C[C@H]1[C@H](C)CC[C@]2(C)CC[C@]3(C)C(=CC(=O)C4[C@@]5(C)CC[C@H](O)C(C)(C)C5CC[C@]43C)[C@H]12 (some centres not stated),2.6,/,/,/,/,0.6,1.0,/,-3.3
O=C1/C(=C\c2ccc(C(F)(F)F)cc2)CSc2sccc21,-1.9,-3.2,5.0,-10.9,99.0,-1.4,-3.1,-5.6,-10.4
COC(=O)C(CC(=O)c1ccc(Br)cc1)n1nc(C)cc1C (configuration not stated),-1.2,-77.8,1.0,-3.1,108.0,1.4,0.5,7.0,4.9
O=C1c2ccccc2C(O)(Cc2ccccc2)N1c1ccc2c(c1)OCO2 (configuration not stated),-7.3,1.4,-6.0,-0.2,91.0,0.0,0.8,33.3,-4.1
CN(C)C(=S)Nc1ccc(Br)cc1Cl,4.3,7.8,0.0,0.6,96.0,-1.0,-1.4,-4.2,-5.3
CSc1nsc(SCc2cnc(C)nc2N)n1,-3.4,7.7,2.0,-18.1,100.0,0.1,0.3,7.1,0.8
COc1cc(OC)cc(-c2c(C#Cc3ccsc3)c3cc(-c4cc(OC)c(OC)c(OC)c4)ccc3n2C)c1,-6.3,/,/,/,/,-0.3,1.4,/,-1.1
CC1=CCC2C(=O)N(c3ccc(C(=O)Nc4ccccc4Cl)cc3)C(=O)C2C1 (configuration not stated),-9.2,-3.0,8.0,6.1,104.0,1.5,0.8,5.4,-4.7
COc1ccc(C2CC(=O)C3=C(C2)Nc2ncnn2C3c2ccccc2C)c(OC)c1 (configuration not stated),-3.2,1.2,-5.0,-3.3,89.0,2.5,2.5,6.8,-9.8
Cc1nn(Cc2ccc(F)cc2)c(C)c1NC(=O)c1cnn2cccnc12,4.9,-4.5,-9.0,-14.7,82.0,0.7,0.4,12.6,1.4
CCOc1ccc(-c2cnc3n2CCCCC3)cc1,-11.1,0.2,19.0,-5.6,114.0,1.3,1.2,-0.9,-0.4
CC(C)(C)c1cc(C(=O)N/N=C/c2ccco2)n[nH]1,-10.8,-6.2,-2.0,-3.2,87.0,0.5,-0.2,4.3,-5.3
COc1ccc(-c2cn(Cc3ccc(C(N)=O)cc3)c(-c3ccc(Cl)nc3)n2)cc1,-1.2,/,/,/,/,-0.4,-1.2,/,-0.5

# Two neighbouring records from above:
SMILES,GalR3 antag,M18AAP inhibitor,MEKK2mut PB1 HTS,GPR7 antag,MEKK2 WT-MEK5,V1R ag counter,OXTR ag,NALP1 inh,OXTR potentiate
CN(C)C(=S)Nc1ccc(Br)cc1Cl,4.3,7.8,0.0,0.6,96.0,-1.0,-1.4,-4.2,-5.3
CSc1nsc(SCc2cnc(C)nc2N)n1,-3.4,7.7,2.0,-18.1,100.0,0.1,0.3,7.1,0.8

# The list goes on.
SMILES,GalR3 antag,M18AAP inhibitor,MEKK2mut PB1 HTS,GPR7 antag,MEKK2 WT-MEK5,V1R ag counter,OXTR ag,NALP1 inh,OXTR potentiate
COc1ccc(N2CCN(S(=O)(=O)c3c(C)[nH]c(C)c3C(=O)N3CCCC3)CC2)cc1,-6.9,5.4,4.0,7.9,97.0,0.3,0.4,-5.0,-4.2
CCOc1cc(NC(=S)Nc2ccccc2OC)c(OCC)cc1NC(=O)c1ccccc1C,-6.2,11.2,-4.0,-10.1,98.0,-1.6,-1.3,-3.7,-3.3
COc1ccc(C(=O)CC(=O)c2ccccc2O)cc1,-9.4,4.0,1.0,-11.4,110.0,-0.1,-1.1,15.2,-4.2
CCc1c(C)c2cc(Cl)c(O)c(CN(C)C)c2oc1=O,-5.9,11.4,4.0,-21.2,107.0,0.7,-0.4,0.7,-0.8
Cc1cccc(N2CCN(C(=O)COc3ccc4ccc(=O)oc4c3)CC2)c1C,-4.2,-1.1,-2.0,36.6*,95.0,4.3,-1.4,13.9,-5.3
COc1ccc(-c2cc([C@H]3[C@H]4C=CC[C@@H](C)[C@@H]4C(=O)N3Cc3ccccc3)ccc2F)cc1,-4.0,/,3.0,/,98.0,0.1,-0.4,13.4,-4.3
COc1ccc(OC)c(NC(=O)c2nnn(Cc3ccccc3C)c2N)c1,-5.1,-12.0,-1.0,16.2,100.0,2.3,4.5,10.1,-2.8
O=C(CSc1nnc(Cc2cc(=O)[nH]c(=O)[nH]2)n1-c1ccccc1)N1CCCCC1,-2.3,-1.9,-1.0,-6.0,96.0,-0.6,-0.5,-16.2,-7.1
